# Compound activity deposited in PubChem BioAssay by National Center for Advancing Translational Sciences (NCATS).
# ALOX15B inhib – qHTS Assay for Inhibitors of 15-hLO-2 (15-human lipoxygenase 2). purified 15hLO-2, xylenol orange hydroperoxide absorbance. Potency, µM (highest dose often 57.1 µM), for inactives: top-dose activity change, negative = inhibition, usual class: inhibitors. 110,000 tested, 0.56% active. AID 881, 2007; further: potency means the concentration at half of the fitted maximal effect; nearly all actives have a fitted effect of over 60% in size; many of its hits are not listed in these tables
# Target sequence (O15296 whole entry, looked up): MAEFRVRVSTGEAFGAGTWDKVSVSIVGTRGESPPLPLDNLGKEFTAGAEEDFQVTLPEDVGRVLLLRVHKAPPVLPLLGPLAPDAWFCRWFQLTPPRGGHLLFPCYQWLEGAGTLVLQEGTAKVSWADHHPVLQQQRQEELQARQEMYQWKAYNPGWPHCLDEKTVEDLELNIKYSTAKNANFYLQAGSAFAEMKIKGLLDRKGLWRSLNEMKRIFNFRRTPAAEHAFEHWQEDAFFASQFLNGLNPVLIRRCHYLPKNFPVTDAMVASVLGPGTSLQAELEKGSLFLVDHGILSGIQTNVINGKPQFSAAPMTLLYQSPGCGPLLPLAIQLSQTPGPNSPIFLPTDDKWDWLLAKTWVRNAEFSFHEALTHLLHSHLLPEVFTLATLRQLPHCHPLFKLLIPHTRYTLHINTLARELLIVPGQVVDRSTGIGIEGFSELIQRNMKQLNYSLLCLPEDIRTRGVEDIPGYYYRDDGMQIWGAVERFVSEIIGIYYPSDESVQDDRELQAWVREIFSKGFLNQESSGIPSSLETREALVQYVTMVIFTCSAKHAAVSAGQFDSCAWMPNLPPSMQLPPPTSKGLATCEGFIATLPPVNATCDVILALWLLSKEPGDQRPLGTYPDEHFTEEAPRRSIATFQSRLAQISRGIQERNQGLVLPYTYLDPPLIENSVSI
#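 Read-out: hydroperoxide product oxidises ferrous iron, measured as xylenol orange complex via the 573-to-405 nm absorbance ratio after 30 min. Reaction: 50 nM enzyme, 15 min compound preincubation, 45 uM arachidonic acid, 90 min RT, Hepes pH 7.5 with Triton X-100.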
# PNC inhibitor – High Content Assay for Compounds that inhibit the Assembly of the Perinucleolar Compartment. activity change (PNC), negative = inhibition, % at 10 µM. 140,000 tested, 3.1% active. PC3M PTB-GFP, PNC prevalence imaging, 16 h; stronger effect = lower value;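 active means readout at or below -70, meaning at least 70% loss of cells showing the perinucleolar compartment, a nuclear body marking cancer cells; inconclusive means readout between -30 and a set limit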;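 further: plate controls were DMSO wells for no effect and camptothecin positive control wells for full effect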
#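 PC3M cells stably expressing PTB-GFP, 750–1000 cells/well, treated 16 h at 37 °C with compound (23 nl of library stock), in duplicate. After paraformaldehyde fixation and Hoechst stain, imaged at 20x; PNC prevalence scored by image analysis.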
# 12-hLO inh – qHTS Assay for Inhibitors of 12-hLO (12-human lipoxygenase); purified 12-hLO, xylenol orange hydroperoxide absorbance; Potency, µM (doses to about 57.1 µM), for inactives: top-dose activity change, negative = inhibition, most hits filed as inhibitors; 150,000 tested, 0.12% active; Polyunsaturated fatty acid lipoxygenase ALOX12 (Homo sapiens), P18054; AID 1452, 2008; further: potency means the concentration at half of the fitted maximal effect; nearly all actives have a fitted effect of over 55% in size; many of its hits are not listed in these tables
#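 Hydroperoxide output read as Fe(III)-xylenol orange absorbance, 573-to-405 nm ratio, after 30 min reaction with 40 uM arachidonic acid. Enzyme: 150 nM purified human 12hLO, 15 min compound preincubation; 25 mM Hepes pH 7.0, room temperature.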
# IMPase inh – qHTS Assay for Identifying the Cell-Membrane Permeable IMPase Inhibitors. Inositol monophosphatase 1 (Rattus norvegicus), P97697. CHO-M1 cells, IP1 accumulation, HTRF TR-FRET ratio. inhibition (IP1 accumulation), % at 46.1 µM. 120,000 tested, under 10 active. AID 901, 2007; active means well fitted curve in the direction sought with a large enough effect in the signal ratio, not every such curve was filed as active; inconclusive means small, poorly fitted or top-dose-only effect, or a change in a side signal; inactive means no such curve, though single readings can be large or run the other way; the % refers to the signal ratio;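 further: cells stimulated with carbachol in lithium chloride buffer; plate controls were DMSO basal wells for no effect and reference inhibitor wells for full effect; higher means more IMPase inhibition seen as more IP1 and lower FRET ratio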
# Target sequence (P97697 whole entry, looked up): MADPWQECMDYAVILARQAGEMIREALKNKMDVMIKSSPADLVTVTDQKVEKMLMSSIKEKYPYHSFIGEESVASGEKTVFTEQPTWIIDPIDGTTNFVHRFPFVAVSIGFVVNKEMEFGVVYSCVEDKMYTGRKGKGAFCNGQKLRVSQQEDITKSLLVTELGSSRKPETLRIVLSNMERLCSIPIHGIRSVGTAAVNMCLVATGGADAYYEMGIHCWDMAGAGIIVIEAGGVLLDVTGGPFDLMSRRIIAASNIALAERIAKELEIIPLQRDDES
#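 Cellular IMPase inhibition is scored as a rise in cytosolic IP1, detected by competitive TR-FRET between d2-labelled IP1 and a europium anti-IP1 antibody. M1-expressing CHO cells were stimulated with carbachol for 30 min at 37C, with lithium (50 mM LiCl) present in the buffer.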
# An asterisk follows results filed as active; ? = inconclusive; · = no result given; [ ] = another dose, or the depositor's remark. Unless noted, the call rests on the fitted dose curve; in most records, active means well fitted curve in the direction sought with a large enough effect; inconclusive means small, poorly fitted or top-dose-only effect, or another doubt; inactive means no such curve, though single readings can be large; an effect the other way counts as inactive or inconclusive. Unless noted, on the % scale 0 is the no-effect control and ±100 the full control effect.
SMILES,ALOX15B inhib,PNC inhibitor,12-hLO inh,IMPase inh
O=C1C2C3C=CC(C2C(=O)N1CN1CCOCC1)C1C2C(=O)N(CN4CCOCC4)C(=O)C2C31 (stereo unspecified),-6%[11.4 µM],·,2%[11.4 µM],·
Cc1c(NC(=O)CSc2ccc3c(c2)OCCO3)c(=O)n(-c2ccccc2)n1C,-16%,3,3%,5
O=C(c1ccco1)N1CCN(S(=O)(=O)c2ccc(S(=O)(=O)NC3CC3)cc2)CC1,1%,-10,7%,8
COc1ccc(C2=C/C(=C\c3cccc(OC(C)=O)c3)C(=O)O2)cc1,·,1,-9%,·
Cc1cc(C)c(NC(=O)CSc2nnc(-c3ccco3)n2N)c(C)c1,-5%,-20,-3%,-4
Cc1nc2nc(-c3ccccc3)[nH]n2c(=O)c1C,-2%,?,2%,7
CCOC(=O)C1=C(CSc2nc(CC)c(C)cc2C#N)OC(N)=C(C#N)C1c1ccccc1 (stereo unspecified),-9%,-7,-16%,2
Nc1nc(SCC(=O)Nc2ccccc2Sc2ccccc2)n[nH]1,8%,-111*,0%,-10
CCOn1c(=O)c(C)[n+]([O-])c2ccccc21,·,34,-3%,·
CC1(C(=O)NC23CC4CC(CC(C4)C2)C3)CC1(Cl)Cl (stereo unspecified),0%,?,6%,2
Cc1cc(C(=O)CSc2nn(-c3ccccc3)c(=S)s2)c(C)n1Cc1ccco1,?,30,-16%,-1
O=C(N1CCN(c2ccccc2)CC1)C(F)(F)C(F)(F)F,0%,28,9%,3
CCCOC(=O)c1ccc(Cl)c(NC(=O)c2ccc(-c3ccccc3)cc2)c1,-2%,64,4%,1
COC(=O)CSc1nc(N)c(NC(=O)c2ccc(OC)c(OC)c2)c(=O)[nH]1,0%,?,6%,5
Cc1cc(S(=O)(=O)N2CCN(Cc3ccc4c(c3)OCO4)CC2)cc(C)c1N1CCCC1=O,·,-30,2%,-1
CCCC(=O)OCCNc1cc(SCCC(=O)OC)c2nonc2c1[N+](=O)[O-],·,-12,-11%,13
COc1cccc(-n2c(SCC(N)=O)nnc2-c2c[nH]c3ccccc23)c1,0%,-23,2%,2
CCOC(=O)N1CCN(C(=O)c2nn(-c3cc(OC)cc(OC)c3)c(=O)c3ccccc23)CC1,-4%,9,-4%,12
Nc1cnc(Br)cc1Br,·,18,-1%,·
Cc1ccccc1NC(=S)N(C)CCc1ccccn1,·,?,-3%,6
Cc1cc(C(=O)COC(=O)CNS(=O)(=O)c2ccc3ccccc3c2)c(C)n1-c1ccccc1,·,-26,-4%,-10
COc1cccc(OC)c1OCCCOc1c(OC)cccc1OC,-1%,17,4%,6
CCOC(=O)C(C)c1ccc2cc(OC)ccc2c1 (stereo unspecified),3%,25,2%,10
O=C(Cc1cccs1)NCc1ccncc1,0%,?,-3%,-6
O=C(CN1c2ccccc2Sc2ccccc21)NNC(=S)Nc1ccc(Cl)cc1Cl,·,-12,-6%,-9

# The list goes on.
SMILES,ALOX15B inhib,PNC inhibitor,12-hLO inh,IMPase inh
NC(=O)CSc1nnc(-c2ccc(S(=O)(=O)N3CCCC3)cc2)n1Cc1ccco1,4%,-10,-3%,-1
O=[N+]([O-])c1ccc(/C=N/NC(=S)Nc2ccccc2C(F)(F)F)o1,·,?,1%,4
COc1ccc2[nH]c3nc(SCc4nnc(-c5ccccc5)o4)nnc3c2c1,-24%,?,-3%,9
CCCCCCCC/C=C\CCCCCCCC(=O)N(CCO)CCO,2%,·,0%,·
CC1=C(C(=O)NC2CCCC(C)C2C)C2(CCCCC2)OC1=O (stereo unspecified),3%,44,-4%,-4
Cc1ccc(-c2noc(C3CCCN(C(=O)c4ccccc4)C3)n2)o1 (stereo unspecified),-3%,4,-8%,?
CCC1=NC(c2ccccc2)N(O)C1(C)C (stereo unspecified),-16%,26,7%,-4
COc1ccc(Cl)cc1NC(=O)c1c(-c2ccccc2)noc1C,-1%,?,0%,14
COC(=O)c1cc(NC(=O)CN2C(=O)CSC2=O)ccc1Cl,-6%,16,-4%,-2
COc1ccccc1N1CCN(C(=O)CSc2ccc3c(C)cc(C)nc3n2)CC1,·,147,2%,?
CSc1nnc2c(n1)c(C)nn2-c1ccc(C)cc1,·,-25,5%,-7
CCOC(=O)c1cc(-c2nnc(SCC(=O)Nc3ccc(F)cc3)o2)c(C)nc1C,-2%,10,5%,12
COc1ccc(CCNC2CCN(C)CC2)cc1OC,7%,?,-2%,3
Clc1cc(Br)ccc1OCCN1CCOCC1,·,?,-4%,·
COC(=O)c1ccccc1NC(=O)CSc1nc2ccccc2c(=O)[nH]1,-12%,-24,3%,5
CCc1ccccc1NC1=NCC(=O)N1C1CCCCC1,-1%,16,-1%,-6
CSCCC1NC(=O)N(CC(=O)Nc2ccc(N3CCCCC3)cc2)C1=O (stereo unspecified),-3%,?,-8%,8
O=C(COc1ccc(Br)cc1CNCCCN1CCOCC1)Nc1ccccc1,·,22,4%,·
COc1ccc(C(=O)CSc2nnc(-c3cccs3)n2-c2ccccc2)cc1,-22%,24,0%,-1
CCOc1nc(N2CCOCC2)nc(C)c1[N+](=O)[O-],·,-11,-1%,·
Cc1ccc(NC(=O)CSc2nc3ccccc3c(=O)n2Cc2cccs2)cc1,·,-7,-5%,-6
CCn1c(/C=C/c2c(C)[nH]c3ccccc23)nc2ccccc2c1=O,·,?,2%,·
O=C(C[n+]1cccc(CNC(=O)c2ccc(OC(F)F)cc2)c1)Nc1cc(C(F)(F)F)ccc1Cl,·,40,0%,7
COc1ccc(N2C(=O)C(O)C2c2ccc(C)cc2)cc1 (stereo unspecified),·,-29,4%,·
COc1ccc2c(c1)c(=O)oc1cc3oc(C)c(C)c3cc12,-19%,56,-10%,1

# Ordered by heavy-atom count (lowest first): part of the list above
SMILES,ALOX15B inhib,PNC inhibitor,12-hLO inh,IMPase inh
COc1ccc(CCNC2CCN(C)CC2)cc1OC,7%,?,-2%,3
COc1ccc(Cl)cc1NC(=O)c1c(-c2ccccc2)noc1C,-1%,?,0%,14
Cc1ccc(-c2noc(C3CCCN(C(=O)c4ccccc4)C3)n2)o1 (stereo unspecified),-3%,4,-8%,?
O=C(C[n+]1cccc(CNC(=O)c2ccc(OC(F)F)cc2)c1)Nc1cc(C(F)(F)F)ccc1Cl,·,40,0%,7

# Rewritten with tabs: 3 of the compounds above
compound	ALOX15B inhib	PNC inhibitor	12-hLO inh	IMPase inh
COc1ccc2[nH]c3nc(SCc4nnc(-c5ccccc5)o4)nnc3c2c1	-24%	?	-3%	9
CCCCCCCC/C=C\CCCCCCCC(=O)N(CCO)CCO	2%	·	0%	·
CC1=C(C(=O)NC2CCCC(C)C2C)C2(CCCCC2)OC1=O (stereo unspecified)	3%	44	-4%	-4

# (more compounds)
SMILES,ALOX15B inhib,PNC inhibitor,12-hLO inh,IMPase inh
Cc1nc2cc(NC(=O)CSc3nc4c(C)cccc4cc3C#N)ccc2s1,-21%,22,-2%,-8
O=c1c2sccc2nc(SCc2ccc([N+](=O)[O-])cc2)n1Cc1ccccn1,·,-84*,-1%,·
CCOC(=O)NC(NC(=S)Nc1ccccc1[N+](=O)[O-])C(Cl)(Cl)Cl (stereo unspecified),-7%,?,-3%,-4
O=S(=O)(c1ccc(F)cc1)n1ccc2cccnc21,·,-100*,6%,-5
CCCC(=O)Nc1ccc(S(=O)(=O)N2CCCC2)cc1,-2%,-26,2%,3
COc1ccccc1NC(=S)N1CCOCC1,·,55,-2%,·
CCOC(=O)c1ccc2c(c1)nc(COc1ccc3ccccc3c1)n2CC,26%,11,2%,13
COc1cc(C)c(Cl)cc1S(=O)(=O)NCCCN1CCOCC1,5%,-4,4%,1
CC(=O)NCCc1ccc(S(=O)(=O)Nc2cccnc2)cc1,4%,-82*,4%,7
CCOC(=O)C(C)n1cnc2c1c(=O)[nH]c(=O)n2C (stereo unspecified),·,-100*,-2%,2
CC(C)Oc1cc(O)c2c(c1)OCC=C2CCC(=O)O,-6%[11.4 µM],·,6%[11.4 µM],·
CCOc1ccc(S(=O)(=O)Nc2ccc(S(=O)(=O)N3CCOCC3)cc2)cc1,-13%,?,-8%,0
Cc1ccc(Cl)cc1NC(=O)C(NS(=O)(=O)c1cccs1)c1ccccc1 (stereo unspecified),·,-11,-1%,·
O=C(COc1ccccc1)Nc1ccccc1N1CCN(c2ccccc2)CC1,-2%,-10,2%,8
O=C(Nc1ccon1)c1cccc(C(F)(F)F)c1,-6%,?,-3%,-10
COc1ccc(-c2cc(N)n(S(=O)(=O)c3c(F)c(F)c(F)c(F)c3F)n2)cc1OC,6%,-22,-20%,1
Cc1nn(C)c(C)c1CN(C)C(=O)c1cc2nc(-c3ccco3)cc(C(F)(F)F)n2n1,10%[2.29 µM],-24,5%,-2
Cc1cc(Cl)c(S(=O)(=O)Nc2ccc3c(c2)OCCO3)cc1OCC(N)=O,-4%,-121*,-6%,21
NNC(=O)CC12CC3CC(C1)CC(n1ncnn1)(C3)C2,·,6,0%,·

# Fetched one by one from the entries so far:
SMILES,ALOX15B inhib,PNC inhibitor,12-hLO inh,IMPase inh
COc1ccc(-c2cc(N)n(S(=O)(=O)c3c(F)c(F)c(F)c(F)c3F)n2)cc1OC,6%,-22,-20%,1
O=c1c2sccc2nc(SCc2ccc([N+](=O)[O-])cc2)n1Cc1ccccn1,·,-84*,-1%,·
O=C(COc1ccccc1)Nc1ccccc1N1CCN(c2ccccc2)CC1,-2%,-10,2%,8

# Filtered by structure, those above containing a thiophene ring, fused or not
SMILES,ALOX15B inhib,PNC inhibitor,12-hLO inh,IMPase inh
O=C(Cc1cccs1)NCc1ccncc1,0%,?,-3%,-6
COc1ccc(C(=O)CSc2nnc(-c3cccs3)n2-c2ccccc2)cc1,-22%,24,0%,-1
Cc1ccc(NC(=O)CSc2nc3ccccc3c(=O)n2Cc2cccs2)cc1,·,-7,-5%,-6
O=c1c2sccc2nc(SCc2ccc([N+](=O)[O-])cc2)n1Cc1ccccn1,·,-84*,-1%,·
Cc1ccc(Cl)cc1NC(=O)C(NS(=O)(=O)c1cccs1)c1ccccc1 (stereo unspecified),·,-11,-1%,·
